Assay outcomes deposited in PubChem BioAssay by several laboratories.
STK33 kinase inh: inhibitors of human STK33 kinase; 0.073% of 320,000 active; inhibition, % at 10 µM; purified STK33, MBP phosphorylation, ADP-Glo luminescence;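 active = inhibition at or above 25%, using the most active replicate where run in duplicate; inactive = inhibition below 25%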
Target sequence (Q9BYT3 whole entry, looked up): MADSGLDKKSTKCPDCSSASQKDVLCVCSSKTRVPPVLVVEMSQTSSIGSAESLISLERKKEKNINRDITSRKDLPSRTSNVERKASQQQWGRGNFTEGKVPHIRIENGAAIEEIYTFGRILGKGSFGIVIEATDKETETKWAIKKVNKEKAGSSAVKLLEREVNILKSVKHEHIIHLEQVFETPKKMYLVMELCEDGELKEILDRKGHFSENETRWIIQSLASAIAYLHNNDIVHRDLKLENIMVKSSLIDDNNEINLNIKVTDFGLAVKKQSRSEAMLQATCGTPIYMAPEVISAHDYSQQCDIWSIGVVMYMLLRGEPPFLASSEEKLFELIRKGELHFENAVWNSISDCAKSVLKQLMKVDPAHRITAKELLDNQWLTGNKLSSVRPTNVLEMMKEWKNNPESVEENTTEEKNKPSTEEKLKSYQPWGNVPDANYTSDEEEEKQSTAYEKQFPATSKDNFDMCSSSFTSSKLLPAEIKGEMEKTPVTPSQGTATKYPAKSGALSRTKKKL
OX1R antag: antagonists of human orexin 1 receptor (OX1R); AID 485270; OX1R-expressing cells, FRET antagonist read-out; 1.8% of 330,000 active; O43613; inhibition, % at 6.6 µM; in the data active = inhibition mostly above about 38%, no sharp cut-off; inactive = mostly below about 40%;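 note: 0% = agonist challenge alone and 100% = reference antagonist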
Target sequence (O43613 whole entry, looked up): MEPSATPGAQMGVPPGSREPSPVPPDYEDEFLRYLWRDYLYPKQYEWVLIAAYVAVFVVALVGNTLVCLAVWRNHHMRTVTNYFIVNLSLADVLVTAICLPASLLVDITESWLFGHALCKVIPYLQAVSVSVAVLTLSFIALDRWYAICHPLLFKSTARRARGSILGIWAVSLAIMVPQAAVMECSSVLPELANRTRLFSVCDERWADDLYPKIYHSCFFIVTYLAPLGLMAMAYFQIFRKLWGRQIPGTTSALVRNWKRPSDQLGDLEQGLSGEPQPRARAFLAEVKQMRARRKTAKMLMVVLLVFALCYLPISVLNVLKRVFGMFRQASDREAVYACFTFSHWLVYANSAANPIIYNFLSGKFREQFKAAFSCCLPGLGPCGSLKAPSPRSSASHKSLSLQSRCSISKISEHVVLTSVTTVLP
Active calls of the source: *; . = not tested or not shown.

SMILES	STK33 kinase inh	OX1R antag
CC(C)NS(=O)(=O)c1cc(C(=O)O)ccc1Cl	2.0	-3
CC(NC(=O)Cc1ccc(F)cc1)C(c1cccs1)N1CCN(C)CC1 (configuration not stated)	0.2	6
CCOc1cc2[nH]c(=O)n(Cc3ccccc3)c(=O)c2cc1OCC	-0.7	2
CCOC(=O)CCc1c(C)nc2c(c(C)nn2-c2ccc(C)cc2)c1C	-0.4	5
COC(=O)c1ccc(N=NN2CCCCC2)cc1	-2.1	2
CCOC(=O)c1oc2ccccc2c1NC(=O)c1cccc(OC)c1	0.9	9
Cc1noc(C)c1COC(=O)c1cc(S(=O)(=O)N2CCOCC2)ccc1F	-0.5	20
CC(C)(C)c1ccc(OCCC(=O)OCC(=O)NC2CCCCC2)cc1	-1.2	10
COc1cc2c(-c3ccccc3)c(C)oc2cc1/C=N/NC(N)=S	-1.4	48
CCN(CC)C(=O)N1CCN(S(=O)(=O)c2ccccc2)CC1	0.8	6

Continued (3 carried over from the part before).
SMILES	STK33 kinase inh	OX1R antag
CC(C)(C)c1ccc(OCCC(=O)OCC(=O)NC2CCCCC2)cc1	-1.2	10
COc1cc2c(-c3ccccc3)c(C)oc2cc1/C=N/NC(N)=S	-1.4	48
CCN(CC)C(=O)N1CCN(S(=O)(=O)c2ccccc2)CC1	0.8	6
COc1cccc(NC(=O)COC(=O)C2C3CC4OC(=O)C2C4C3)c1 (configuration not stated)	0.0	-1
COCCn1c(SCc2nc3ccccc3c(=O)[nH]2)nc2ccccc2c1=O	-0.4	18
O=C(COc1ccc(NS(=O)(=O)c2ccc(F)cc2)cc1)N1CCOCC1	-0.3	35
Cc1cccc(NC(=O)c2nc(S(=O)(=O)Cc3ccccc3)ncc2Cl)c1	-0.8	5
COc1ccc(C(=O)NNC(=S)NC(=O)/C=C/c2cccs2)cc1	-1.8	4
CSc1ccc(CN2CCC(Oc3ccc(C(=O)N4CCCC4)cc3)CC2)cc1	-0.5	13
Cc1ccc(NC(=O)c2sccc2C)nc1	-0.6	24
CN(C)c1ccc(CNS(=O)(=O)c2ccc3c(c2)C(C)(C)C(=O)N3C)cc1	0.0	14
CC(=O)OCCN(Cc1ccccc1)Cc1ccc2c(c1)OCO2	-1.1	5
Cc1cc(C(F)(F)F)c(C#N)c(SCC(=O)NC(C)(C)C)n1	-0.5	9

2 of these compounds, reformatted.
Order of values – STK33 kinase inh, OX1R antag
> COc1ccc(C(=O)NNC(=S)NC(=O)/C=C/c2cccs2)cc1
  -1.8, 4
> CSc1ccc(CN2CCC(Oc3ccc(C(=O)N4CCCC4)cc3)CC2)cc1
  -0.5, 13

(more compounds)
SMILES	STK33 kinase inh	OX1R antag
Oc1c(C(c2ccco2)N2CCOCC2)sc2ncnn12 (configuration not stated)	-0.4	0
COc1ccc(CC(NC(C)=O)C(=O)NC2CCN(C(=O)NCc3ccccc3)CC2)cc1OC (configuration not stated)	.	7
Cc1cccc(C)c1OC1(c2ccccc2)OC(=O)c2ccccc21 (configuration not stated)	0.4	14
O=C(Nc1ccccc1O)c1nc(Cl)ccc1Cl	1.0	3
O=C(NCc1ccco1)c1cc2ccc(O)cc2oc1=O	14	44
COCC(=O)Nc1ccc(S(=O)(=O)NCC2CCCO2)cc1 (configuration not stated)	-0.1	-11
Cc1cccc(C(=O)OCC(=O)Nc2sc3c(c2C#N)CCC3)c1	-1.2	-2
O=C(NCCN1CCN(c2ccccc2)CC1)c1cccc(Cl)c1	0.3	6
CCc1cc(C(=O)N2CCCC(CCC(=O)NCc3cccc(OC)c3)C2)no1 (configuration not stated)	-0.8	24
O=C(Nc1cccc(Cl)c1)Nc1nc(-c2ccccc2)cs1	0.6	46
CC(C)C(NC(=O)C1CCC(C(C)(C)C)CC1)C(=O)NCCc1ccc(S(N)(=O)=O)cc1 (configuration not stated)	-2.2	-2
CCCCn1c(=O)n(CC(=O)NCc2ccc(C)cc2)c(=O)c2c1nc(CO)n2CCC	-1.0	21
O=C(c1cccs1)N1CCN=C1SCc1cccnc1	-1.3	17
N/C(=N/O)c1cccn1Cc1ccccc1[N+](=O)[O-]	-1.3	23
O=C(Nc1ccc(S(=O)(=O)N2CCCCC2)cc1)c1cccnc1Cl	0.0	14
S=C(Nc1ccccc1Cl)N1CCCCCC1	-1.4	3
COc1ccccc1N(C)S(=O)(=O)c1ccc(C(=O)N2CCC(C(N)=O)CC2)cc1	-0.6	11
O=S(=O)(c1ccccc1)N(CC1CO1)c1cccc2ccccc12 (configuration not stated)	-4.3	67*
COc1cccc(NC(=O)NCCCN2CCN(c3ccc(F)cc3)CC2)c1	4.4	31
Cc1cc(C)c(-c2cc(C(F)(F)F)no2)c(=O)[nH]1	-0.3	6
CCCCCC(=O)NC(=S)Nc1ccc2oc(=O)ccc2c1	-2.7	9
CC(C)(C)NC(=O)C(c1ccncc1)N(C(=O)Cn1nnc(-c2ccc(F)cc2)n1)c1ccccc1 (configuration not stated)	-0.7	13
CCN(CC)CCCOC(=O)C1(c2ccccc2)CCCC1	-0.2	3
COc1ccccc1CNC(=O)CN1C(=O)NC2(CCC(C)CC2)C1=O (configuration not stated)	-1.2	1
COc1ccc(CC(=O)N2CC3(C)CC2CC(C)(C)C3)cc1OC (configuration not stated)	-1.0	15
CC(NC(=S)NNS(=O)(=O)c1ccc(C(C)(C)C)cc1)c1ccccc1 (configuration not stated)	-0.2	1
Cc1csc(=O)n1CC(=O)OCC(=O)Nc1cc(S(=O)(=O)N2CCOCC2)ccc1Cl	2.1	25
OCCN1CCN(c2cc(C(F)(F)F)nc3ccccc23)CC1	3.1	5
CCCCOC(=O)Cn1c(-c2ccccc2)nc2ccccc2c1=O	-1.4	20
O=C(N/N=C1/CC(c2ccccc2)Oc2ccccc21)C1CC1 (configuration not stated)	-1.9	2
O=C(NNC1=Nc2ccccc2SC1)c1cccc([N+](=O)[O-])c1	-6.7	4
CCOC(=O)C1CCCCN1Cc1cccc(Oc2ccccc2)c1 (configuration not stated)	1.1	14
CCOc1ccccc1NC(=O)c1cccc(NC(=O)C2CCCC2)c1	0.0	20
COC(=O)CSc1nnc(-c2cccs2)n1-c1ccc(Cl)cc1	1.0	43
COc1cc(C(=O)OC(C)C(=O)N2CCCC2)cc2c1OCCO2 (configuration not stated)	-0.9	-1
CCN(CC)CCCNC(=S)N1CCN(c2nc(-c3ccccc3)cs2)CC1	-2.0	0
COC(=O)c1ccc2c(=O)n(CCCCCC(=O)N3CCN(c4ccccc4)CC3)c(=O)[nH]c2c1	0.2	4
Cc1ccc(-n2ncc3c(N4CCN(c5ccc(F)cc5)CC4)ncnc32)c(C)c1	-0.7	16
c1ccc(Cc2noc(CN3CCC(CN4CCOCC4)CC3)n2)cc1	-0.5	7
Cc1c(CCC(=O)N2CCC(C(=O)NCCCCCC(=O)O)CC2)c(=O)oc2cc3oc4c(c3cc12)CCCC4	-0.1	7
O=C1CC(c2ccccc2)CC(=O)C1=CN1CCCC1 (configuration not stated)	-1.6	12
O=C(NCc1ccccc1)NC1(C(=O)N2CCN(c3ncccn3)CC2)CCCCC1	0.1	8
CCOCCCNC(=S)N(CCCN(C)C)Cc1cc2cc3c(cc2[nH]c1=O)OCCO3	-0.5	27
CC1CCCN(C(=O)CCc2nnc(-c3ccc4c(c3)OCO4)o2)C1 (configuration not stated)	0.9	15
COc1ccccc1CCC(=O)OCC(=O)Nc1ccc(C(N)=O)cc1	-1.9	4
CCOc1cc(/C=C2\SC(N3CCCC(C)C3)=NC2=O)ccc1O (configuration not stated)	26*	.
Brc1cccc(OCCOCCn2ccnc2)c1	-0.4	14
COc1ccccc1C(=O)Nc1c2c(nn1-c1cccc(C)c1C)CS(=O)C2 (configuration not stated)	-1.6	1
CC(C)(C)NC(=O)C1Cc2ccccc2CN1 (configuration not stated)	-0.6	25
CNC(=O)N(O)C1N(/N=C/c2ccccc2OC)C(=S)SC1(C)C (configuration not stated)	-0.4	14

Next records.
SMILES	STK33 kinase inh	OX1R antag
COCc1nc2ccccc2n1CCOc1ccccc1OC	-0.6	9
Cc1cc(C)nc(/N=C2\NC(=O)CC(C(=O)O)N2CCc2c[nH]c3ccccc23)n1 (configuration not stated)	0.4	-5
O=C(CSc1nc(-c2ccc(F)cc2)cc(C(F)(F)F)n1)NCc1ccco1	0.5	21
COc1ccc(-c2nc(SCc3ccccc3)n(C(=O)c3ccco3)n2)cc1	-1.6	6
CC(C)(C)C(=O)Nc1ccc(N=Nc2ccccc2)cc1	-1.2	11
CCCCOC(=O)c1ccc(NC(=O)c2cnc3n(c2=O)CCS3)cc1	0.2	28
COc1ccccc1NC(=O)CCc1nnc2ccc(N3CCN(C)CC3)nn12	1.7	7
O=S(=O)(c1ccc(F)cc1)N1CCN(c2ccc(F)cc2)CC1	0.0	6
Cc1c(Cl)ccc(S(=O)(=O)N2CCN=C2c2ccccc2)c1Cl	2.8	4
O=C(NC(=S)NC1CCS(=O)(=O)C1)c1ccccc1Br (configuration not stated)	2.9	-5
Cc1cc2c(cc1S(=O)(=O)N1CCN(c3ccc(Cl)cc3)CC1)OCCN2C	-1.7	-7
COc1ccc(S(=O)(=O)N2CCCC(C(=O)N3CCN(C)CC3)C2)cc1Cl (configuration not stated)	-2.2	10
CC1CCc2cc(F)ccc2N1C(=O)C12CCC(C)(C(=O)O1)C2(C)C (configuration not stated)	0.4	4
CCc1cccc(NS(=O)(=O)c2ccc3c(c2)NC(=O)CO3)c1	-0.2	4
C=CCN(c1ccccc1)S(=O)(=O)c1cccc(C(=O)Nc2cccc(C)n2)c1	-1.3	28
O=C(CSc1nnc(COc2ccccc2)n1-c1ccccc1)c1ccccc1	1.6	24
Nc1nnc(N2CCc3ccccc32)s1	-0.5	8
O=c1[nH]c(C2CCN(S(=O)(=O)c3ccc(C(F)(F)F)cc3)CC2)nc2c1nnn2Cc1ccccc1	0.3	28
NC(=O)c1cccnc1Oc1ccc(Cl)cc1	-0.3	5
Cc1ccc2c(COC(=O)c3ccccc3OC(F)F)cc(=O)oc2c1	-0.1	66
N#CC(c1nc2ccccc2nc1N1CCOCC1)S(=O)(=O)c1ccccc1 (configuration not stated)	-1.1	6
O=[N+]([O-])c1ccc2[nH]c(O)c(N=NC3CS(=O)(=O)CC3O)c2c1 (configuration not stated)	0.1	16
O=C1C=C(c2ccc(F)cc2OCc2ccccc2)C[C@@H](c2ccc(Cl)cc2)C1	1.1	1
Cc1ccc(NC(=O)Nc2ccc3c(c2)C(=O)OC3)cc1Cl	-2.5	6
O=C(O)CSC1CC(=O)N(c2cccc(Cl)c2)C1=O (configuration not stated)	-0.7	5
CC(C)CCNCC1OCc2ccccc2CO1	-0.6	6
O=C(CNC(=O)c1ccc(Br)cc1)NC1CC1	-0.1	-3
O=C(O)CCCCCCCCCCCNC(=O)NC12CC3CC(CC(C3)C1)C2	-1.1	4
N/C(=N\OC(=O)COc1ccccc1)c1cccnc1	-0.6	10
Cc1ccc(C(=O)OCC(=O)NCc2ccco2)cc1	-0.2	6

Reformatted with two lines to a compound: seven of the compounds above
Every second line gives: STK33 kinase inh | OX1R antag
COc1cc2c(-c3ccccc3)c(C)oc2cc1/C=N/NC(N)=S
→ -1.4 | 48
CC(=O)OCCN(Cc1ccccc1)Cc1ccc2c(c1)OCO2
→ -1.1 | 5
COc1ccc(CC(=O)N2CC3(C)CC2CC(C)(C)C3)cc1OC (configuration not stated)
→ -1.0 | 15
Cc1ccc(NC(=O)c2sccc2C)nc1
→ -0.6 | 24
COc1ccccc1N(C)S(=O)(=O)c1ccc(C(=O)N2CCC(C(N)=O)CC2)cc1
→ -0.6 | 11
COc1ccccc1CCC(=O)OCC(=O)Nc1ccc(C(N)=O)cc1
→ -1.9 | 4
COc1ccc(-c2nc(SCc3ccccc3)n(C(=O)c3ccco3)n2)cc1
→ -1.6 | 6

Going on with the list:
SMILES	STK33 kinase inh	OX1R antag
O=C(Nc1cccnc1N1CCOCC1)c1cccs1	-2.1	4
CCc1cc2c(=O)c(-c3ccc(F)cc3)c(C)oc2cc1OCC(=O)O	-3.0	30
CC(=O)C1=C(O)C(=O)N(Cc2ccco2)C1c1cccc(F)c1 (configuration not stated)	4.3	41
CCCSc1nc(N2CCCC2)c2c(c1C#N)CC(C)(C)OC2	-1.0	7
CCN(C[C@H]1N[C@@](CC)(C(=O)OC)[C@H]2C(=O)N(Cc3ccccc3)C(=O)[C@@H]12)C(=O)Nc1ccc(C(F)(F)F)cc1	-0.6	5
CCOc1ccc2ccccc2c1CNc1nnnn1C	-1.0	12
CC1(C)Oc2ccc(C(=O)Nc3ccccc3)cc2N(CC#N)C1=O	0.7	24
Cc1c(-n2cc(C(=O)O)c(=O)c3cc(F)c(N4CCCC4)c(F)c32)c(=O)n(-c2ccccc2)n1C	-0.7	8
COc1ccc(OC)c(-c2csc(NC(=O)CSc3ccccc3)n2)c1	1.6	26
CCN(CC)c1ccc(C(=O)N2CCN(Cc3ccccc3)CC2)cc1	-0.4	7
COc1cccc(NC(=O)CSc2ccc(-c3ccco3)nn2)c1	-0.1	35
O=C(O)CCC(NC(=S)Nc1ccccc1)C(=O)O (configuration not stated)	0.8	8
C=CCN1C(=O)c2ccc(C(=O)NCC(c3ccccc3)N(C)C)cc2C1=O (configuration not stated)	-0.9	21
Cc1ccc(C)c(C(=O)CCC(=O)NNC(=O)c2cccs2)c1	-0.2	7
CCOc1ccc(CCNC(=O)c2cc(C)on2)cc1OCC	-0.5	7
CN(C)S(=O)(=O)c1ccc(Cl)c(C(=O)OCC(=O)NC(=O)c2cccn2C)c1	-1.5	12
COc1ccc(Cc2nnc(SCC(=O)Nc3ccc(C)cc3)n(N)c2=O)cc1	-0.2	14
Cc1cc2c(cc1S(=O)(=O)Nc1ccc(F)cc1)n(C)c(=O)c(=O)n2C	-1.6	-7
